# Compound activity from PubChem BioAssay.
# LMPTP inh: LMPTP phosphatase inhibitors, primary screen, biochemical, fluorescence intensity, uHTS; recombinant LMPTP-A, OMFP fluorogenic substrate; hit rate 0.22% among 360,000; Low molecular weight phosphotyrosine protein phosphatase (Homo sapiens), P24666; inhibition, % at 20 µM;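 active = compounds that cut the enzyme signal by at least half of the control window in the single-dose screen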;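 also: plate controls were DMSO wells with enzyme plus substrate for no effect and substrate without enzyme for full effect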
#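 Assay system: LMPTP-A enzyme. Input: 0.625 nM LMPTP-A final. Probe or stimulus: 400 µM OMFP. Compound dosing: single 20 µM dose. Schedule: 50 min dark incubation at room temperature. Detection: fluorescence intensity of OMFP turnover product. Read-out: percent inhibition versus substrate-only and uninhibited controls. Benchmarks: no-enzyme low control, uninhibited high control.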
# NRP1-CendR mod: modulators of CendR peptide binding to NRP-1, primary screen, biochemical, fluorescence polarization, uHTS; FAM-RPARPAR peptide binding to NRP-1; inhibition, % at 25 µM; hit rate 0.85% among 360,000; AID 602438, 2012;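 active = inhibition or corrected inhibition above about 18%, plus a signal ratio from 0.5 to 1.5, limit read from the data, passing the limit was not always enough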; also: strong numbers were not always called active
# Target sequence (O14786 whole entry, looked up): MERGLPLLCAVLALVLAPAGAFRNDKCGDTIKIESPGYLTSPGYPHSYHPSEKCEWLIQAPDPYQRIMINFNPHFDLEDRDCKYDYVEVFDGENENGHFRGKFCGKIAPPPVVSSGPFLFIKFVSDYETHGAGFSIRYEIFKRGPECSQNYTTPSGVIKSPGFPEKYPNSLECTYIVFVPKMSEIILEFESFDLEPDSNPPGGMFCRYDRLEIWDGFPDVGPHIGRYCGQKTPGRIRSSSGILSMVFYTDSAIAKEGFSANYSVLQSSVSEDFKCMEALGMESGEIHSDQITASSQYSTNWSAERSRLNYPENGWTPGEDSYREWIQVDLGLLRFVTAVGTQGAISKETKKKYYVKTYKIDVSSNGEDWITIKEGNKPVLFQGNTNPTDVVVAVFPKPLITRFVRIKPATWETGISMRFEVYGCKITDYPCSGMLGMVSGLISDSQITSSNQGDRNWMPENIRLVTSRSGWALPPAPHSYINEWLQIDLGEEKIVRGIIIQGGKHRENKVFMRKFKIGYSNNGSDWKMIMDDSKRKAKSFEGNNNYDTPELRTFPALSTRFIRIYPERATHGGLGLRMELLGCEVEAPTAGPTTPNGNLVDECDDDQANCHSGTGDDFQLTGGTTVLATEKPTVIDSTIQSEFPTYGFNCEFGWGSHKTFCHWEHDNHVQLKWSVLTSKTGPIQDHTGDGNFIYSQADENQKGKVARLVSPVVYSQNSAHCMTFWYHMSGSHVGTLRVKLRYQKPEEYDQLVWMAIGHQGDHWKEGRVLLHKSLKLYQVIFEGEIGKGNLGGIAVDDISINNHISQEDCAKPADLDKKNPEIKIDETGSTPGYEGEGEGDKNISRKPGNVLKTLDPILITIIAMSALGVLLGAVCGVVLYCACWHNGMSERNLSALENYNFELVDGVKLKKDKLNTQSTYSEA
# TbMetRS inhib: T. brucei MetRS inhibitors, primary screen, biochemical, luminescence; purified T. brucei MetRS, ATP depletion, Kinase-Glo luminescence; AID 624268, 2012; inhibition, % at 11.9 µM; hit rate 0.4% among 360,000;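 active = inhibition above a per-plate cutoff of the control wells' mean inhibition plus 3 SD, cut at about 5.5% in these data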;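 also: 0% = DMSO wells median and 100% = median of wells with control inhibitor compound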
#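 Material – parasite MetRS enzyme · Medium – HEPES-MgCl2-KCl buffer plus DTT, spermine, BSA, pyrophosphatase · Reagent – ATP, methionine and E. coli bulk tRNA substrates · Times – 15 min enzyme-compound preincubation, 2 h reaction, 10 min detection, 25 °C · Measured by – luminescence of leftover ATP · Evaluation – percent inhibition relative to median high and low control wells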
# Scp1 inh: Scp-1 phosphatase inhibitors, primary screen, biochemical, colorimetric, uHTS; hit rate 0.88% among 340,000; Carboxy-terminal domain RNA polymerase II polypeptide A small phosphatase 1 (Homo …; AID 493091, 2011; Recombinant Scp1, phosphopeptide, malachite green phosphate absorbance; inhibition, % at 20 µM;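 active = inhibition above about 50% at 20 µM, limit read from the data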;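 also: plate controls were DMSO wells with enzyme for no effect and wells lacking enzyme for full effect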
# Target sequence (Q9GZU7 76-261 limits assumed): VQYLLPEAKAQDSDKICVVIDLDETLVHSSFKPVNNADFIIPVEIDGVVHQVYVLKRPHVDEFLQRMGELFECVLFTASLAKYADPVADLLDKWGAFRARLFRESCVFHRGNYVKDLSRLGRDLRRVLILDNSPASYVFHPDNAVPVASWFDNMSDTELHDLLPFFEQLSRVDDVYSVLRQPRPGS
#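 Material – SCP-1 phosphatase catalytic domain, residues 76-261 · Buffer or medium – Acidic Tris acetate buffer with magnesium and detergent · Also added – Phospho 17-mer peptide substrate · Compound – single 20 µM dose, 1% DMSO · Times – 45 min room-temperature reaction, 5 min colour, 30 min stabiliser · Technique – Phosphate-binding colour reagent, absorbance read at 630 nm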
# STEP inh: STEP phosphatase inhibitors, primary screen, biochemical, fluorescence intensity, uHTS; recombinant STEP, OMFP fluorogenic substrate; inhibition, % at 20 µM; hit rate 0.25% among 360,000;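 active = inhibition at 20 µM, scaled per plate between control wells, above about 37%, limit read from the data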;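 also: 0% = DMSO with enzyme and substrate and 100% = substrate only without enzyme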
#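 Material: STEP (striatal-enriched tyrosine phosphatase) enzyme, cell-free; Compound dosing: 20 µM single dose in 1% DMSO; Technique: fluorescence read at 480 nm ex / 540 nm em; Times: reaction 20 min, ambient temperature; Medium: 50 mM Bis-Tris pH 6.0 with 2.5 mM DTT and 0.005% Tween 20; Also added: OMFP at 25 µM.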
# SUMO1-SIM PPI: modulators of SUMO1 protein-protein interactions, primary screen, biochemical, uHTS; Small ubiquitin-related modifier 1 (Homo sapiens), P63165; hit rate 0.33% among 360,000; inhibition, % at 20 µM; SUMO1 binding to a labelled peptide, TR-FRET, 1 h; in the data active = inhibition above about 37%
# SKN-1 block: suppressors of acrylamide-induced Pgst-4::GFP reporter in worms, primary screen, SKN-1 inhibitor project, whole organism, uHTS, GFP/RFP fluorescence ratio, strain VP596. C. elegans VP596 Pgst-4::GFP/RFP ratio, 24 h. inhibition, % at 21.8 µM. hit rate 0.49% among 360,000. AID 624304, 2012;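 active = interference check ratio from 0.5 to 1.5 plus GFP to RFP signal ratio inhibition reaching or exceeding a fixed threshold, cut at about 30% in these data, passing the limit was not always enough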; also: some compounds called inactive have numbers as strong as hits
# NadD block: inhibitors of S. aureus NadD, primary screen, biochemical, colorimetric, uHTS. inhibition, % at 20 µM. Nicotinate-nucleotide adenylyltransferase NadD (Staphylococcus aureus N315). hit rate 0.78% among 360,000. purified NadD enzyme, colorimetric absorbance read-out; in the data active = inhibition above about 26%; also: some compounds past the cut are filed as inactive
# DNMT1 inh: human DNMT1 methyltransferase inhibitors, primary screen, biochemical, molecular beacon, fluorescence, HinP1I cleavage, uHTS | inhibition (reported as % activation of signal), % at 10 µM | hit rate 0.83% among 360,000; in the data active = inhibition above about 50%
# Neddylation inh: inhibitors of cullin neddylation, primary screen, biochemical, TR-FRET, uHTS, NAE and Ubc12; calls only at 25 µM; NEDD8-conjugating enzyme Ubc12 (Homo sapiens) + NEDD8-activating enzyme E1 regulatory …; hit rate 0.58% among 360,000; in the data active = inhibition above about 36%
# Active calls of the source: *; i = inactive; . = no result given.
SMILES,LMPTP inh,NRP1-CendR mod,TbMetRS inhib,Scp1 inh,STEP inh,SUMO1-SIM PPI,SKN-1 block,NadD block,DNMT1 inh,Neddylation inh
Cc1cc(NC(=O)CSc2nc3ccccc3s2)no1,-1.9,-2,-0.3,-15,-2,-1,-9,-3,1,i
c1ccc(CC2CCCNC2)cc1 (stereo unspecified),-1.2,-1,-0.5,-2,20,-2,16,1,13,i
CN(C)C(CNC(=O)c1ccc(OCc2cn3ccccc3n2)cc1)c1ccco1 (stereo unspecified),7.8,4,-0.3,9,-1,5,8,6,45,i
CCOc1ccccc1NC(=O)COC(=O)CC(C)(C)CC1=NS(=O)(=O)c2ccccc2N1,-1.4,14,-0.7,-9,-2,-2,6,-7,2,i
O=C(O)CCn1c(Cc2ccccc2)nc2ccccc21,-0.6,10,0.9,-10,-4,2,0,-5,-3,i
CC(=O)NNC(=O)CCn1nnc(-c2ccc(Cl)cc2)n1,-0.7,-6,-0.6,-4,-3,1,-5,-6,0,i
COc1ccc(NC(=O)CSc2ccc(-c3ccco3)nn2)c(OC)c1,0.2,-6,-0.3,7,-2,-2,-9,-2,1,i
CC1CCCN(Cc2c(O)ccc3c(=O)c(-c4nc5ccccc5s4)c(N)oc23)C1 (stereo unspecified),6.1,2,-0.7,5,7,8,28,18,-8,.
c1ccc(-c2cnnc(N3CCOCC3)n2)cc1,-0.1,-5,-1.4,-10,0,-18,13,1,-2,i
Cc1ccc(C(=O)Nc2cccc(-c3nc4ncccc4o3)c2)cc1,0.4,10,-0.2,-5,-1,-11,16,1,1,i
COc1ccc(OC)c(CN2C(=O)CN(S(C)(=O)=O)CC2(C)C(=O)NC(C)C)c1 (stereo unspecified),0.7,-13,-0.4,.,.,-3,3,.,.,i
CCCCOC(=O)NC(NCC(O)c1ccccc1)(C(F)(F)F)C(F)(F)F (stereo unspecified),-2.3,-2,-0.3,-14,0,5,8,-1,2,i
Cc1ccc2nsnc2c1NC(=O)c1ccc([N+](=O)[O-])cc1,-1.2,-7,-0.6,-5,-2,-20,6,0,0,i
CC(=O)Cc1nsc(NC(=O)c2cc(-c3ccccc3Cl)oc2C)n1,2.3,-2,-0.9,-12,-3,4,1,-6,-10,i
COC(=O)CNC(=O)C1CCN(C(=O)OCc2ccccc2)CC1,0.3,10,-1.0,5,0,4,-14,-5,-1,i
CC1CC(C)CN(CCCNC(=O)C2CCCN(c3ncnc4c3nc3n4CCCCC3)C2)C1 (stereo unspecified),0.3,1,-0.3,-3,-4,1,15,1,2,i
COc1ccc(S(=O)(=O)N=N/C=C2\C=CC=CN2O)cc1OC,-1.3,3,-0.6,.,1,-1,0,1,8,i
O=C(NCCc1ccccc1)C1CCN(C(=O)NCc2ccccc2)CC1,-1.5,12,-0.6,0,0,3,9,2,-1,i
COc1ccc(NC(=O)Cn2nc(C(F)(F)F)c3c2CCCC3)cc1OC,-0.6,9,0.0,-3,1,-1,13,-8,-1,i
CC(C)CC(=O)NS(=O)(=O)c1ccc(N)cc1,-1.9,2,-1.2,-13,-3,0,0,-12,1,i
O=C(Nc1ccc(F)cc1)c1cncs1,-1.1,10,-0.7,-6,-2,-1,-17,-7,2,i
Cn1c(=O)c(=O)n(C)c2cc(S(=O)(=O)N3CC(=O)N(CCc4ccccc4)C(=O)C3)ccc21,-2.1,-1,-1.0,3,-1,-10,-16,-5,7,i
CCN1c2cccc3cccc(c23)S1(=O)=O,0.3,16,-0.2,3,0,-13,6,-2,0,.
COc1cc(/C=N/NC(=O)CCN2CCN(Cc3ccccc3)CC2)cc(OC)c1OC,0.7,2,-0.1,1,0,-7,5,4,-1,i
O=[N+]([O-])c1cc(Cl)ccc1-c1nc(-c2ccccc2)no1,1.9,10,0.2,-16,-2,-21,19,-1,-1,i

# Next part:
SMILES,LMPTP inh,NRP1-CendR mod,TbMetRS inhib,Scp1 inh,STEP inh,SUMO1-SIM PPI,SKN-1 block,NadD block,DNMT1 inh,Neddylation inh
CCOC(=O)c1ccc(-n2c(CCC(=O)O)ccc2-c2ccc(F)cc2)cc1,-0.4,-18,-0.2,6,3,4,8,1,-3,i
COCCNC(=O)CN(C(=O)CCC(=O)Nc1cc(C)on1)c1ccc(C)cc1C,-0.2,11,-1.2,1,2,1,-15,-5,9,i
O=C(CN1CCCc2ccccc21)N/N=C/c1ccccc1,1.0,-92,1.1,-2,0,-2,17,3,-9,i
Cc1[nH]c2ccccc2c1C(=O)COC(=O)C(C)C,0.4,-4,-0.8,-3,-5,1,-9,15,0,i
O=C(O)CCc1ccc(-c2ccccc2)n1-c1cccc(O)c1,0.1,-23,-0.1,-6,-2,3,2,-1,-22,i
COc1cccc(S(=O)(=O)Nc2cccc(C(=O)N3CCCC3)c2)c1,-0.8,-11,-0.3,-5,3,2,5,-5,1,i
COc1ccnc(Oc2ccc(C)cc2)c1C#N,-1.2,-6,-0.6,-6,1,1,13,0,-3,i
COc1cc(C(=O)Nc2ccc(-c3nc4cc(C)ccc4o3)c(O)c2)cc(OC)c1OC,4.1,-11,-0.7,-6,4,3,9,-10,-17,i
COc1cc2cc(CN(CCCN3CCOCC3)C(=O)Nc3ccc(F)cc3)c(=O)[nH]c2cc1OC,-0.6,2,-0.1,-11,1,-1,2,-4,-2,i
O=[N+]([O-])c1ccc(N/N=C/c2ccc(OCc3cccc4ccccc34)cc2)nc1,2.7,4,-1.4,3,2,-8,-6,1,33,i
C#CCn1c(O)c(N=NC(=O)C(O)c2ccccc2)c2ccccc21 (stereo unspecified),4.4,18,-0.5,-16,-1,-30,-10,-5,3,i
O=C(c1ccccc1F)N1CCN(C(=O)C2CC2)CC1,-0.9,6,-0.1,-2,-2,-2,-3,0,0,i
CCc1nc2c(OCc3c(C)noc3C)cccn2c1N(C=O)Cc1ccc(OC)cc1,-1.2,7,-0.1,.,13,-1,-5,7,-1,i
C/C(Cn1nnc([N+](=O)[O-])n1)=N\NC(=O)c1ccncc1,-1.3,4,0.5,-6,7,-18,-6,-3,-3,i
O=C(O)COc1c(-c2ccco2)oc2ccccc2c1=O,0.5,-1,0.1,-1,0,-9,7,2,0,i
COc1ccc(C(=O)n2nc(C)cc2C)cc1OC,-0.1,-1,-0.9,-4,-1,2,-8,-3,1,i
Cc1nc2c(s1)sc1ccccc12,0.1,8,-0.3,-2,-4,5,12,-3,3,i
Cc1ccc(C(=O)OC2CCCN(C)C2)cc1 (stereo unspecified),-0.4,-4,-0.2,-1,1,3,2,-2,-1,i
C=CCOC(=O)C1=C(C)NC(=O)NC1c1ccc2c(c1)OCO2 (stereo unspecified),-0.8,6,-0.3,4,3,3,-3,-5,1,i
CN([C@@H](C(=O)OC(C)(C)C)c1ccccc1)S(=O)(=O)c1cccc(S(=O)(=O)N(C)[C@@H](C(=O)OC(C)(C)C)c2ccccc2)c1,1.3,3,0.5,-8,4,4,15,-3,9,i
COc1ccc(CN2CCNC(=O)C2CC(=O)N(C)CCC2CCOCC2)c(OC)c1 (stereo unspecified),0.6,5,1.1,-5,1,3,8,2,-1,i
CC1(C)NC(=O)N(CC(=O)OCC(=O)NC(=O)c2ccccc2)C1=O,-2.4,5,-0.2,-2,-3,-5,1,-2,2,i
CCN1CCCC1CNC(=O)Cn1nc(C)n2c(cc3cc(C)ccc32)c1=O (stereo unspecified),1.8,11,-0.5,-6,0,-18,14,-3,-2,i
Nc1cccc(-c2nc3ccc(C(=O)c4ccccc4)cc3[nH]2)c1,2.5,-6,0.7,-2,-1,11,14,4,-8,i
O=C(CSc1ccccc1)Nc1ccncc1,-1.2,2,0.1,-8,0,-5,5,-2,1,i
CCOC(=O)N1CCN(C(=O)c2ccc3c(=O)n(CCC4=CCCCC4)c(=S)[nH]c3c2)CC1,1.6,-16,-0.7,-18,3,-1,14,4,-8,i

# Grouped by structure, the entries above containing an aryl methoxy group
SMILES,LMPTP inh,NRP1-CendR mod,TbMetRS inhib,Scp1 inh,STEP inh,SUMO1-SIM PPI,SKN-1 block,NadD block,DNMT1 inh,Neddylation inh
COc1ccc(NC(=O)CSc2ccc(-c3ccco3)nn2)c(OC)c1,0.2,-6,-0.3,7,-2,-2,-9,-2,1,i
COc1ccc(OC)c(CN2C(=O)CN(S(C)(=O)=O)CC2(C)C(=O)NC(C)C)c1 (stereo unspecified),0.7,-13,-0.4,.,.,-3,3,.,.,i
COc1ccc(S(=O)(=O)N=N/C=C2\C=CC=CN2O)cc1OC,-1.3,3,-0.6,.,1,-1,0,1,8,i
COc1ccc(NC(=O)Cn2nc(C(F)(F)F)c3c2CCCC3)cc1OC,-0.6,9,0.0,-3,1,-1,13,-8,-1,i
COc1cc(/C=N/NC(=O)CCN2CCN(Cc3ccccc3)CC2)cc(OC)c1OC,0.7,2,-0.1,1,0,-7,5,4,-1,i
COc1cccc(S(=O)(=O)Nc2cccc(C(=O)N3CCCC3)c2)c1,-0.8,-11,-0.3,-5,3,2,5,-5,1,i
COc1ccnc(Oc2ccc(C)cc2)c1C#N,-1.2,-6,-0.6,-6,1,1,13,0,-3,i
COc1cc(C(=O)Nc2ccc(-c3nc4cc(C)ccc4o3)c(O)c2)cc(OC)c1OC,4.1,-11,-0.7,-6,4,3,9,-10,-17,i
COc1cc2cc(CN(CCCN3CCOCC3)C(=O)Nc3ccc(F)cc3)c(=O)[nH]c2cc1OC,-0.6,2,-0.1,-11,1,-1,2,-4,-2,i
CCc1nc2c(OCc3c(C)noc3C)cccn2c1N(C=O)Cc1ccc(OC)cc1,-1.2,7,-0.1,.,13,-1,-5,7,-1,i
COc1ccc(C(=O)n2nc(C)cc2C)cc1OC,-0.1,-1,-0.9,-4,-1,2,-8,-3,1,i
COc1ccc(CN2CCNC(=O)C2CC(=O)N(C)CCC2CCOCC2)c(OC)c1 (stereo unspecified),0.6,5,1.1,-5,1,3,8,2,-1,i
